NALP3 yeast inh – inhibitors of NALP3 inflammasome in yeast; 0.39% of 330,000 active; Yeast reconstituted NLRP3/ASC/caspase-1, beta-gal luminescence, 24 h; inhibition, % at 10 µM;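 active means inhibition of 50% or more; inactive means inhibition below 50%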;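 further: plate controls were induced DMSO wells for no effect and uninduced yeast grown without galactose for full effect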
hIAP activ – increases human intestinal alkaline phosphatase activity | P09923 | purified human IAP, CDP-Star luminescence, 30 min; active compounds read high; 1 = vehicle-only enzyme, 0 = enzyme-free background | activation factor at 10 µM | 0.16% of 330,000 active;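 active means activation factor of the enzyme at least 2-fold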; further: the source names both 10 and 20 µM as test concentration; values of inactives mirror those of a sister screen read the other way
mIAP activ – increases mouse intestinal alkaline phosphatase activity. muIAP, CDP-Star luminescence, 30 min; active compounds read high; 1 = vehicle-only enzyme signal, 0 = enzyme-free wells. activation factor at 10 µM. 0.24% of 330,000 active. AID 2805;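 active means activation factor of at least 2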; further: the source names both 10 and 20 µM as test concentration; values of inactives mirror those of a sister screen read the other way
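System: mouse IAP enzyme. Reagent: CDP-Star chemiluminescent phosphatase substrate. Benchmarks: DMSO wells, no-enzyme wells. Times: 30 min enzyme-substrate-compound incubation at room temperature. Detection: luminescence from enzymatic CDP-Star hydrolysis. Doses: test compounds delivered from DMSO solution.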
APOBEC3G inh – APOBEC3G (human) deaminase inhibition; inhibition, % at 20 µM; recombinant A3G, ssDNA deamination FAM/TAMRA fluorescence; 0.28% of 330,000 active; AID 493012;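 active means inhibition of at least 40% at 20 µM, with no more than 30% in the related APOBEC3A deaminase screen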;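 further: plate controls were DMSO wells with A3G for no effect and wells lacking A3G enzyme for full effect; some compounds called inactive have numbers as strong as hits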
Target sequence (Q9HC16 whole entry, looked up): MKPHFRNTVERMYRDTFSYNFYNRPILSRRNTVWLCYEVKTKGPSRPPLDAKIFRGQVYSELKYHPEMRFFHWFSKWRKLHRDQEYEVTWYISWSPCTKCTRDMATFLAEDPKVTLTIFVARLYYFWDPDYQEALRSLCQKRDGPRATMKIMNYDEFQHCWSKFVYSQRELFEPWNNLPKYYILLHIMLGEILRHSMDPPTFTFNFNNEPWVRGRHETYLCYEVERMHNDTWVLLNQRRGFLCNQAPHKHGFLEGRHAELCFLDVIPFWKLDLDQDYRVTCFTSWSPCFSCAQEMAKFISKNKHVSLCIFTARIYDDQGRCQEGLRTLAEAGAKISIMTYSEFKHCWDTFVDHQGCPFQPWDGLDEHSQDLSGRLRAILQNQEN
mIAP inh – mouse IAP inhibition. purified mouse IAP, CDP-Star luminescence, 30 min. inhibition, % at 10 µM. 0.2% of 330,000 active;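 active means inhibition of at least 40% at 10 µM in the primary screen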;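 further: plate controls were DMSO with enzyme for no effect and no enzyme wells for full effect; values of inactives mirror those of a sister screen read the other way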
MIN6 prolif – induces beta-cell replication in MIN6 cells; proliferation, % at 10 µM; 0.29% of 330,000 active; MIN6 cells proliferation, ATPlite luminescence, 48 h; cells starved in 0.2% serum; 100% = growth in 10% serum;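 active means compounds whose signal lies at least 3.5 SD above the mean of all wells on their plate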;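 further: 0% = DMSO-treated cells in low-serum medium and 100% = 10% serum control; some compounds called inactive have numbers as strong as hits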
hIAP block – blocks human intestinal alkaline phosphatase; P09923; purified IAP, CDP-Star luminescence, 30 min; inhibition, % at 10 µM; 0.12% of 330,000 active;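 active means inhibition reaching a set limit with compound at 10 µM in the primary screen, cut at about 35% in these data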;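 further: plate controls were DMSO wells with enzyme for no effect and no-enzyme buffer wells for full effect; values of inactives mirror those of a sister screen read the other way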
SENP1 FRET inh – SENP1 (human) catalytic domain inhibition. recombinant SENP1 catalytic domain, CyPet-SUMO1-YPet FRET cleavage. 0.21% of 360,000 active. Q9P0U3. inhibition, % at 10 µM;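 active means inhibition at least 30% at 10 µM, raw YFP signal under a set limit, fluorescence ratio 0.5 to 1.5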;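 further: 0% = enzyme with DMSO and 100% = no enzyme wells; some results filed as inactive read as strong as hits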
Target sequence (Q9P0U3 419-644 limits assumed): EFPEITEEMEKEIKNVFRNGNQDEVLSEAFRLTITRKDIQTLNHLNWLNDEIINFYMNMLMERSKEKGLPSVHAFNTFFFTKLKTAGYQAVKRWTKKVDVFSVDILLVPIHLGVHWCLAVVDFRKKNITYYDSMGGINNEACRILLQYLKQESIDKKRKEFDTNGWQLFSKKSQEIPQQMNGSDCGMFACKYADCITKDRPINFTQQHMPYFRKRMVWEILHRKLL
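Test system: recombinant human SENP1 catalytic domain, His6-tagged / Medium: pH 8 Tris buffer with EDTA, NaCl, BME, BSA, NP40, catalase / Also added: SUMO1 FRET substrate flanked by Cypet and Ypet, 25 nM / Times: 50 min reaction at room temperature / Signal: FRET, CFP and YFP emission / Control set: no-enzyme low control and enzyme-plus-DMSO high control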
APOBEC3A inh – blocks human APOBEC3A ssDNA deamination; P31941; recombinant A3A, FAM/TAMRA ssDNA deamination fluorescence; inhibition, % at 20 µM; 0.41% of 330,000 active;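 active means at least 40% inhibition at 20 µM here, with at most 30% in a related deaminase screen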;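 further: plate controls were A3A with DMSO for no effect and wells lacking A3A enzyme for full effect; some results filed as inactive read as strong as hits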
Target sequence (P31941 whole entry, looked up): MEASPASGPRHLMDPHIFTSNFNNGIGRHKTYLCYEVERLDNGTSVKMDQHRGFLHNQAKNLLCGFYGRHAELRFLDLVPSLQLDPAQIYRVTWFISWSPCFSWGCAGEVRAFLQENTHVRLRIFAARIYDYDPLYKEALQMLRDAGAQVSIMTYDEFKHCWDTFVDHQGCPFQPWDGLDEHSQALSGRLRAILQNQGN
Active calls of the source: *. Not all compounds are listed. The share of hits here may be higher or lower than overall.

Screening CCCCCCCC(=O)Nc1cc(C(=O)NCCC)ccc1N1CCC2(CC1)CC(c1cccc(Br)c1)=NO2 returned NALP3 yeast inh 22, hIAP activ 0.97, mIAP activ 1, APOBEC3G inh 0, mIAP inh -4, MIN6 prolif -4, hIAP block 3, SENP1 FRET inh 0 and APOBEC3A inh 0.
Cc1csc(=O)n1CCC(=O)OCC(=O)Nc1ccc(S(N)(=O)=O)cc1 was read as NALP3 yeast inh 22, hIAP activ 1, mIAP activ 0.85, APOBEC3G inh 5, mIAP inh 15, MIN6 prolif -1, hIAP block -4, SENP1 FRET inh -1 and APOBEC3A inh 7.
For CC(C)(C)[C@@H]1COC(=O)[C@@H](Cc2ccc(F)cc2)CC/C=C\C[C@@H](CC(=O)N(CCO)Cc2ccccc2)C(=O)N1 the results were NALP3 yeast inh 19, hIAP activ 0.98, mIAP activ 0.96, APOBEC3G inh -4, mIAP inh 4, MIN6 prolif -4, hIAP block 2, SENP1 FRET inh 0 and APOBEC3A inh 2.
`COc1ccccc1NC(=O)C(C)NS(=O)(=O)c1ccc(Cl)cc1` (configuration not stated) gave NALP3 yeast inh -4, hIAP activ 0.97, mIAP activ 0.92, APOBEC3G inh 0, mIAP inh 8, MIN6 prolif -1, hIAP block 3, SENP1 FRET inh -3 and APOBEC3A inh -1.
`CSCCC(C(=O)OCC(=O)c1ccc(C)c(C)c1)N1C(=O)c2cc(Cl)c(Cl)cc2C1=O` (configuration not stated) gave NALP3 yeast inh 15, hIAP activ 0.95, mIAP activ 0.98, APOBEC3G inh -6, mIAP inh 2, MIN6 prolif 1, hIAP block 5, SENP1 FRET inh 1 and APOBEC3A inh -1.
`COc1ccc(NC(=O)Nc2cccc3c2O[C@H](CN(C)S(=O)(=O)c2ccc(OC)cc2)[C@@H](C)CN([C@H](C)CO)C3=O)cc1` gave NALP3 yeast inh 9, hIAP activ 1.2, mIAP activ 1.1, APOBEC3G inh -7, mIAP inh -6, MIN6 prolif 1, hIAP block -18, SENP1 FRET inh 2 and APOBEC3A inh -6.
For COC(=O)c1sccc1NN1C(=O)c2ccccc2C1=O the results were NALP3 yeast inh 21, hIAP activ 1.3, mIAP activ 1.1, APOBEC3G inh 3, mIAP inh -6, MIN6 prolif -1, hIAP block -25, SENP1 FRET inh -2 and APOBEC3A inh -3.
For Cc1ccc(OCC(=O)NNc2c3ccccc3nc3ccccc23)cc1 the results were NALP3 yeast inh 8, hIAP activ 0.79, mIAP activ 0.87, APOBEC3G inh -3, mIAP inh 13, MIN6 prolif -5, hIAP block 21, SENP1 FRET inh -108 and APOBEC3A inh 0.
For Fc1ccc(-n2c(-c3ccco3)nc3nc4ccccc4nc32)cc1 the results were NALP3 yeast inh 5, hIAP activ 0.88, mIAP activ 0.92, APOBEC3G inh -4, mIAP inh 8, MIN6 prolif 4, hIAP block 12, SENP1 FRET inh -25 and APOBEC3A inh -2.
For CN(CC(=O)Nc1ccccc1Br)C(=O)CCc1ccccc1 the results were NALP3 yeast inh 1, hIAP activ 0.97, mIAP activ 0.96, APOBEC3G inh -12, mIAP inh 4, MIN6 prolif -3, hIAP block 3, SENP1 FRET inh -5 and APOBEC3A inh -4.
CCCCCCOc1ccc(N2C(=O)CC(NCCc3ccc(S(N)(=O)=O)cc3)C2=O)cc1 (configuration not stated) was read as NALP3 yeast inh -5, hIAP activ 1, mIAP activ 1, APOBEC3G inh -3, mIAP inh -1, MIN6 prolif 0, hIAP block -3, SENP1 FRET inh 2 and APOBEC3A inh -4.
Screening Cc1cc(=O)oc2cc(OC(=O)CCCCCN3C(=O)c4ccccc4C3=O)ccc12 returned NALP3 yeast inh -2, hIAP activ 0.96, mIAP activ 1.1, APOBEC3G inh -8, mIAP inh -7, MIN6 prolif -2, hIAP block 4, SENP1 FRET inh -85 and APOBEC3A inh 0.
For O=C(C1CC(c2ccc(F)cc2)=NO1)N1CCN(c2ccccc2)CC1 (configuration not stated) the results were NALP3 yeast inh 12, hIAP activ 0.91, mIAP activ 1.1, APOBEC3G inh -2, mIAP inh -7, MIN6 prolif 2, hIAP block 9, SENP1 FRET inh 3 and APOBEC3A inh -1.
Screening Cc1ccc(-n2nnc3c(SCC(=O)NCc4ccco4)ncnc32)cc1 returned NALP3 yeast inh 30, hIAP activ 0.97, mIAP activ 0.9, APOBEC3G inh -7, mIAP inh 10, MIN6 prolif -4, hIAP block 3, SENP1 FRET inh 0 and APOBEC3A inh -4.
For COC(=O)Nc1nnc(Cc2ccccc2)s1 the results were NALP3 yeast inh 5, hIAP activ 1.1, mIAP activ 1.1, APOBEC3G inh -4, mIAP inh -6, MIN6 prolif -2, hIAP block -11, SENP1 FRET inh 0 and APOBEC3A inh -5.
Screening CCOCCn1ccc2c(OCC(=O)Nc3ccc(OC)c(OC)c3)cccc2c1=O returned NALP3 yeast inh 1, hIAP activ 1.2, mIAP activ 1, APOBEC3G inh -9, mIAP inh -4, MIN6 prolif -4, hIAP block -21, SENP1 FRET inh 4 and APOBEC3A inh -4.
CCc1nc2ccccc2n1CC(O)COCC1CC=CCC1 (configuration not stated) was read as NALP3 yeast inh 25, hIAP activ 1, mIAP activ 0.94, APOBEC3G inh 10, mIAP inh 6, MIN6 prolif 12*, hIAP block -1, SENP1 FRET inh 2 and APOBEC3A inh 2.
CCCCNc1cc(Cl)nc(N)n1 was read as NALP3 yeast inh -2, hIAP activ 0.91, mIAP activ 1, APOBEC3G inh 3, mIAP inh -3, MIN6 prolif -4, hIAP block 9, SENP1 FRET inh -102 and APOBEC3A inh -12.
For COC(=O)c1ccn(CSc2c(F)c(F)cc(F)c2F)n1 the results were NALP3 yeast inh 13, hIAP activ 1.1, mIAP activ 0.96, APOBEC3G inh -10, mIAP inh 4, MIN6 prolif -3, hIAP block -8, SENP1 FRET inh 0 and APOBEC3A inh -2.
CCc1ccc(N2CC(C(=O)N/N=C/c3ccccc3OC)CC2=O)cc1 (configuration not stated) was read as NALP3 yeast inh -12, hIAP activ 1, mIAP activ 0.99, APOBEC3G inh -10, mIAP inh 1, MIN6 prolif 1, hIAP block 0, SENP1 FRET inh 0 and APOBEC3A inh 0.
Cc1cc(C)c(C#N)c(SCc2ccc3c(c2)OCO3)n1 was read as NALP3 yeast inh 7, hIAP activ 0.97, mIAP activ 0.96, APOBEC3G inh -3, mIAP inh 4, MIN6 prolif 3, hIAP block 3, SENP1 FRET inh 1 and APOBEC3A inh -2.
For CCOC(=O)c1ccccc1NC(=O)Cc1c(C(=O)O)n(C)c2ccccc12 the results were NALP3 yeast inh -8, hIAP activ 0.97, mIAP activ 1, APOBEC3G inh -4, mIAP inh 0, MIN6 prolif 0, hIAP block 3, SENP1 FRET inh -1 and APOBEC3A inh -4.
Screening COc1ccc(-c2[nH]ncc2CNCCn2cccn2)c(F)c1 returned NALP3 yeast inh 4, hIAP activ 1.1, mIAP activ 1, APOBEC3G inh -2, mIAP inh -2, MIN6 prolif -1, hIAP block -9, SENP1 FRET inh 1 and APOBEC3A inh 15.
Screening Cc1ccc(C)c(OCCC(=O)Nc2cccc(S(=O)(=O)N3CCCCC3)c2)c1 returned NALP3 yeast inh 18, hIAP activ 1, mIAP activ 2*, APOBEC3G inh -9, mIAP inh -105, MIN6 prolif -7, hIAP block -2, SENP1 FRET inh 3 and APOBEC3A inh -3.
`CCOc1cc(C)c(Cl)cc1S(=O)(=O)N(C)C` gave NALP3 yeast inh -9, hIAP activ 1.3, mIAP activ 1.1, APOBEC3G inh -5, mIAP inh -8, MIN6 prolif 2, hIAP block -32, SENP1 FRET inh 1 and APOBEC3A inh -3.
`CC(C)(C)c1cc(C(=O)CCN2CCOCC2)cc(C(C)(C)C)c1O` gave NALP3 yeast inh 21, hIAP activ 1.1, mIAP activ 1, APOBEC3G inh -5, mIAP inh 0, MIN6 prolif -3, hIAP block -11, SENP1 FRET inh 0 and APOBEC3A inh 0.
Screening CCOP(=O)(OCC)c1nc(-c2ccc(F)cc2)oc1NCc1ccccc1 returned NALP3 yeast inh 7, hIAP activ 1, mIAP activ 1.1, APOBEC3G inh -9, mIAP inh -8, MIN6 prolif 0, hIAP block -1, SENP1 FRET inh 0 and APOBEC3A inh 1.
`CN(Cc1ccc(Cl)cc1)C(=O)c1cc(S(=O)(=O)N2CCOCC2)ccc1N1CCCC1` gave NALP3 yeast inh 3, hIAP activ 1.3, mIAP activ 1, APOBEC3G inh -7, mIAP inh 0, MIN6 prolif 5, hIAP block -28, SENP1 FRET inh 0 and APOBEC3A inh -1.
C=CC(=O)Nc1sc2c(c1C(N)=O)CCCC2 was read as NALP3 yeast inh 20, hIAP activ 1.1, mIAP activ 0.93, APOBEC3G inh -5, mIAP inh 7, MIN6 prolif -8, hIAP block -6, SENP1 FRET inh -3 and APOBEC3A inh -1.
`O=C1C(Cc2c[nH]c3ccccc23)NC(=S)N1C1CCCCC1` (configuration not stated) gave NALP3 yeast inh 22, hIAP activ 0.91, mIAP activ 1.1, APOBEC3G inh -6, mIAP inh -10, MIN6 prolif -2, hIAP block 9, SENP1 FRET inh -19 and APOBEC3A inh -3.
CCCSc1nc(C)c(C(C)=O)cc1C#N was read as NALP3 yeast inh 3, hIAP activ 1, mIAP activ 0.96, APOBEC3G inh -2, mIAP inh 4, MIN6 prolif -1, hIAP block -2, SENP1 FRET inh 1 and APOBEC3A inh 0.
`O=C(NCc1nnc(SCC(=O)N2CCN(c3ccccc3)CC2)o1)c1c(F)cccc1Cl` gave NALP3 yeast inh 13, hIAP activ 0.92, mIAP activ 0.95, APOBEC3G inh 6, mIAP inh 5, MIN6 prolif -1, hIAP block 8, SENP1 FRET inh 1 and APOBEC3A inh 2.
For CCCOc1ccc(C(O)(CCC)CCN2CCCCC2)cc1 (configuration not stated) the results were NALP3 yeast inh 18, hIAP activ 0.99, mIAP activ 1, APOBEC3G inh -3, mIAP inh -2, MIN6 prolif -6, hIAP block 1, SENP1 FRET inh 0 and APOBEC3A inh 0.
`CC1CCN(Cc2nnnn2CCCC(=O)N(C)C(C)c2ccccn2)CC1` (configuration not stated) gave NALP3 yeast inh 8, hIAP activ 1.3, mIAP activ 1.1, APOBEC3G inh -8, mIAP inh -11, MIN6 prolif -3, hIAP block -27, SENP1 FRET inh -1 and APOBEC3A inh -6.
Screening CCOC(=O)CS(=O)(=O)c1ccc(O)cc1 returned NALP3 yeast inh 16, hIAP activ 1.1, mIAP activ 0.99, APOBEC3G inh -7, mIAP inh 1, MIN6 prolif -4, hIAP block -13, SENP1 FRET inh 2 and APOBEC3A inh -3.
Screening CCOC(=O)c1c(-c2ccco2)csc1N returned NALP3 yeast inh 0, hIAP activ 1, mIAP activ 0.94, APOBEC3G inh -9, mIAP inh 6, MIN6 prolif -2, hIAP block -4, SENP1 FRET inh 2 and APOBEC3A inh -2.
Screening COc1cc(/C=N/N2CCN(c3ccccc3)CC2)ccc1OC(C)=O returned NALP3 yeast inh -16, hIAP activ 1.1, mIAP activ 1, APOBEC3G inh -4, mIAP inh -5, MIN6 prolif 0, hIAP block -5, SENP1 FRET inh 3 and APOBEC3A inh -7.

Screens as filed in PubChem.
